Tau fluor cs – counter-screen for tau fibril formation inhibitors | tau K18 P301L Alexa594 fluorescence, heparin fibrillization | Potency, µM (top dose mostly 57.7 µM), for the others: at the highest dose activity change, negative = decrease | 280,000 compounds, 0.93% hits; also: % is scaled to controls: 0 for no effect and ±100 for the full control effect; nearly all actives have a fitted effect of over 55% in size
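Human tau K18 P301L (15 uM unlabeled, 0.24 uM Alexa 594-labeled) in 100 mM sodium acetate pH 7 with 20 uM heparin, 6 hr at 37 C. ThT 30 uM added, 1 hr ambient; Alexa 594 FP and total fluorescence read at 555/632 nm.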
Tau ThT inhib – inhibitors of human tau fibril formation, thioflavin T binding; Potency, µM (series often up to 57.4 µM), for inactives: at the top dose activity, negative = inhibition, usual class: inhibitors; AID 1460; recombinant tau K18 P301L (four-repeat tau fragment), heparin-induced fibrillization, ThT fluorescence; P10636; 270,000 compounds, 2.1% hits; also: % is scaled to controls: 0 for no effect and ±100 for the full control effect; nearly all actives have a fitted effect of over 55% in size
Target sequence (P10636 561-689 P618L limits assumed): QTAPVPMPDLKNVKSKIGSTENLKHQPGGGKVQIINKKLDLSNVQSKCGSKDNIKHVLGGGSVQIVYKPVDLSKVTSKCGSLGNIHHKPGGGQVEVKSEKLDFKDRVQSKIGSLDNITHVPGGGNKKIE
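Recombinant human tau K18 fragment […] carrying P301L, 15 uM unlabeled plus 0.24 uM Alexa 594-labeled, was fibrillized with 20 uM heparin in 100 mM sodium acetate pH 7 for 6 hr at 37 C; 30 uM ThT fluorescence read after 1 hr.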
GAA glycogen mod – GAA glycogen-cleavage inhibition or activation. P10253. recombinant GAA, glycogen substrate, Amplex Red glucose oxidase fluorescence. Potency, µM (highest dose often 76.4 µM), for inactives: at the top dose activity change, negative = inhibition, usual class: inhibitors. 300,000 compounds, 0.38% hits;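 also: 0% = full enzyme reaction and -100% = no-enzyme basal signal; the screen sought inhibitors and activators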
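Recombinant human enzyme (4 nM); glycogen substrate; 37 C, 40 min, pH 5.0. Readout: coupled glucose oxidase/Amplex Red fluorescence.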
Tau FP inhib – tau fibrillization inhibition (FP); 280,000 compounds, 0.39% hits; AID 1468; P10636; K18 P301L tau heparin fibrillization, Alexa594 FP, 6 h; Potency, µM (top dose mostly 57.7 µM), inactives show top-dose activity, negative = inhibition, hits mostly inhibitors; also: % is scaled to controls: 0 for no effect and ±100 for the full control effect; nearly all actives have a fitted effect of over 55% in size
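K18 P301L tau (15 uM unlabeled/0.24 uM Alexa 594-labeled, final) + compound + heparin 20 uM final; 100 mM NaOAc pH 7; 6 hr 37 C; ThT 30 uM final added, 1 hr RT; FP ex 555/em 632 nm.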
GAA spleen mod – inhibitors or activators of human alpha-glucosidase in spleen homogenate; P10253; human spleen homogenate, 4-MU-alpha-glucoside fluorescence; Potency, µM (titrated, usually from 79.9 µM), inactives show at the highest dose activity change, negative = inhibition, usual class: inhibitors; 240,000 compounds, 0.006% hits;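 also: 0% = enzyme with vehicle and -100% = no enzyme basal signal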
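Human spleen homogenate (1 ug) incubated with compounds and 1 mM 4-methylumbelliferyl-alpha-D-glucopyranoside in pH 5.0 citrate/phosphate buffer, 37 C, 40 min. Stopped at pH 10; 4-MU fluorescence (Ex 365/Em 440 nm); AC50 by Hill fit.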
HTT ATP protect – Huntington cell model cytoprotection by ATP luminescence | PC12 HTT-Q103 induced, cytoprotection, ATP luminescence, 40 h | Potency, µM (series often up to 56.4 µM), for inactives: cytoprotection (ATP increase), hits mostly activators | 230,000 compounds, 0.14% hits | AID 1471;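 also: % of control where 0% means no effect; nearly all actives have a fitted effect of over 45% in size; toxic huntingtin expression switched on by the ecdysone agonist tebufenozide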
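Compounds added alongside 100 nM tebufenozide, which induces toxic Q103 huntingtin exon 1-GFP in stable PC12 cells; surviving cells quantified by luminescent ATP measurement. Medium: phenol red-free DMEM, 5% equine and 5% calf serum.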
GLA spleen mod – inhibitors or activators of human alpha-galactosidase in spleen homogenate; 240,000 compounds, 0.008% hits; Potency, µM (top dose mostly 80 µM), for inactives: top-dose activity change, negative = inhibition, actives largely listed as inhibitors; P06280; human spleen homogenate, 4MU-alpha-Gal fluorescence, 40 min;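 also: 0% = enzyme with vehicle and -100% = no enzyme basal signal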
Target sequence (P06280 32-429 limits assumed): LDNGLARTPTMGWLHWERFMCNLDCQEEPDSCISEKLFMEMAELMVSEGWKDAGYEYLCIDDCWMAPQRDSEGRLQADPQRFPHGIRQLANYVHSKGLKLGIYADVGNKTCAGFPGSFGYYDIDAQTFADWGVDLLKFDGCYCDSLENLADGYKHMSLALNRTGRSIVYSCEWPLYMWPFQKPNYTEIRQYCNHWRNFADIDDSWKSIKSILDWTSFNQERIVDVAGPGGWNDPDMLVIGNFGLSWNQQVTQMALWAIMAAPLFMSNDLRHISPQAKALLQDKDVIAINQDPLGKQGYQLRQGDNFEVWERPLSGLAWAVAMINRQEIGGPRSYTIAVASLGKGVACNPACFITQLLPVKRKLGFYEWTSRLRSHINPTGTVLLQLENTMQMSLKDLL
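Fluorogenic readout (Ex 365/Em 440 nm) of 4-methylumbelliferone released from 1 mM 4-MU-alpha-galactoside by spleen homogenate, 40 min at 37C, pH 5.0. Data normalized to no-enzyme and enzyme controls; Hill-equation AC50 from compound titrations.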
GAA inh – alpha-glucosidase (human) inhibition. purified human GAA, 4-MU-alpha-glucoside fluorescence. Potency, µM (highest dose often 76.9 µM), inactives show top-dose activity change, negative = inhibition, most hits filed as inhibitors. 200,000 compounds, 0.005% hits;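 also: plate controls were uninhibited enzyme wells for no effect and no-enzyme background for full effect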
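qHTS format, compound range up to 77 uM. Human lysosomal enzyme at 4 nM, 400 uM 4-MU glucoside substrate, pH 5.0, 20 min room temperature; fluorescence after alkaline stop gives activity normalized to controls.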
Starred values were filed as active, the others as inactive; ? = inconclusive; nt = not tested or not shown; & = joins results of further samples; [ ] = dose if it differs, or a comment. Calls follow the shape of the dose curve; as a rule, active = well fitted curve in the direction sought with a large enough effect; inconclusive = small, poorly fitted or top-dose-only effect, or another doubt; inactive = no such curve, though single readings can be large; an effect the other way counts as inactive or inconclusive. Potency is read from the fitted curve at half-maximal effect.

SMILES | Tau fluor cs | Tau ThT inhib | GAA glycogen mod | Tau FP inhib | GAA spleen mod | HTT ATP protect | GLA spleen mod | GAA inh
COC(=O)Cc1c(C)c2ccc(OCC(=O)NCc3ccc4c(c3)OCO4)cc2oc1=O | -9% | -6% | 1% | -1% | 10% | 2% | 9% | 0%
CCN1CCN(C(c2cccs2)C(C)NC(=O)c2ccccc2OC)CC1 (stereo not drawn) | 11% | 5% | 1% | 0% | 4% | 7% | -7% | -5%
CC1=NN(c2ccc([N+](=O)[O-])cc2)C(=O)C1[N+](=O)[O-] (stereo not drawn) | ? | 13µM* | nt | -1% | 3% | -149%[inhibitor] | -2% | nt
Cc1cccc(-c2nc(SCC(=O)Nc3ccc4c(c3)OCCO4)c(-c3ccccc3)[nH]2)c1 | 8.9µM*[quencher] | -14% | -14%[76.3 µM] | 2% | nt | nt | nt | nt
Cc1ccc([N+](=O)[O-])cc1N=C(c1cccc([N+](=O)[O-])c1)N1CCOCC1 | -6% | -3% | -3% | 2% | -10% | -19% | 4% | 6%
CCNCCCNCCCCNCCCNCC | -7% | -4% | nt | -5% | -3% | 11% | 7% | nt
O=C(Nc1ncc2c(n1)-c1ccccc1OC2)c1ccccc1Cl | -13% | -12% | 0% | -6% | 0% | -62%[inhibitor] | 10% | -3%
S=C(c1c[nH]c2ccccc12)N1CCCC1 | -10% | 0% | -4% | 5% | -7% | 26%[10 µM] | -11% | 4%
N#Cc1ncn(-c2ccc(Oc3ccccc3)cc2)c1N | -9% | -8% | -19% | 8% | -6% | 11% | 8% | 4%
CCOc1ccccc1NC(=O)CSc1nc2c(c(=O)n1C)SC(C)C2 (stereo not drawn) | 0% | -8% | -9% | 1% | 1% | -9% | 7% | -5%
COc1ccc(N(CC(=O)N/N=C/c2ccc3c(c2)OCO3)S(=O)(=O)c2ccccc2)cc1 | -15% | 3% | 0% | -5% | 8% | -3% | 4% | -1%
O=C(NCc1ccc(Cl)cc1)C1CCCN(S(=O)(=O)c2cnc[nH]2)C1 (stereo not drawn) | 7% | 8% | 3% | 4% | 1% | 0% | 2% | -7%[15.4 µM]
COc1ccc(NC(=O)CNC(=O)Cn2c(C)cc3ccccc3c2=O)cc1OC | -6%&-13% | ? | 5% | -7%&-5% | 8% | -3% | 2% | -7%
CC1CN(c2ccc(NC(=O)c3ccco3)cc2C(=O)O)CC(C)O1 (stereo not drawn) | 3% | -3% | 0% | ? | 3% | 15%[10 µM] | -7% | -1%
CCC(C)C(NC(=O)C(CC(C)C)NC(=O)C(CO)NC(=O)C1CCC(=O)N1)C(=O)OC (stereo not drawn) | 4% | 1% | 20% | -9% | 2% | nt | -4% | -5%
COC(=O)C1=C(C)NC(=O)/C1=C\c1ccc2c(c1)OCO2 | -15% | 13µM* | 6% | 7% | 0% | -12% | -2% | 0%
CCNC(=S)N/N=C/c1ccco1 | -4% | -5% | -10% | 3% | -3% | 5% | -15% | 3%
Cc1cc(C(C)(C)C)cc(C)c1Cn1c2[n+](c3ccc(C(F)(F)F)cc31)CCCCC2 | 5% | ? | 4% | 6% | -10% | -82%[inhibitor] | -12% | 4%
Cc1ccccc1-n1c(=O)[nH]c(=O)c2c(N)c(C(=O)c3ccc(Cl)cc3)sc21 | 8% | 4% | 11% | -2% | -4% | ? | -1% | -1%
CSc1nc(NCc2ccccc2)c2c3c(sc2n1)CN(C)CC3 | -26% | ? | 20% | -4% | 4% | 7%[10 µM] | ? | ?
O=C1CC2CS(=O)(=O)CC2N1c1ccc(Oc2ccccc2)cc1 (stereo not drawn) | 1% | 2% | 1% | 4% | 1% | -16% | 9% | -8%
O=C(NCc1ccco1)c1ccc(C(=O)NCc2ccco2)s1 | -6% | -6% | -6% | -7% | -7% | 16% | -3% | -2%
O=C(CSc1ncnc2ccccc12)NCc1ccco1 | -4% | -12% | 9% | -3% | 1% | 12%[10 µM] | 5% | -2%
O=c1oc2c(CN3CCCCC3)c(O)ccc2cc1-c1nc2ccccc2[nH]1 | -7% | ? | -2% | 6% | -10% | -23% | 4% | 2%
Cc1cc(NC(=O)NC2CC(=O)N(c3ccc4c(c3)OCCO4)C2)no1 (stereo not drawn) | 1% | -3% | 0% | 10% | 0% | 12% | -1% | 2%
CCOc1c(C)cc(-c2ncccc2O)cc1C | -8%&-7% | -7%&-13% | -2%&23% | ? | 11%&9% | -46%[inhibitor][10 µM] | ? | ?
Cc1ccc2oc(-c3cccc(NC(=O)c4cc(-n5cnnc5)ccc4Cl)c3)nc2c1 | -13% | -6% | 4% | -7% | -10% | -5%[1.9 µM] | 4% | 5%
COc1ccccc1OS(=O)(=O)c1ccc(NC(C)=O)cc1 | -10% | -8% | -5% | 5% | -2% | -27% | -11% | -8%[15.4 µM]
COc1cc(OC)cc(C(C(=O)NCc2ccccc2)N(Cc2ccco2)C(=O)c2ccno2)c1 (stereo not drawn) | -10% | -6% | -1% | -1% | 0% | -7% | 5% | -2%
O=C(Cn1c(=O)n(-c2ccc(F)cc2)c(=O)c2sccc21)Nc1cccc(C(F)(F)F)c1 | -27% | ? | 7%[76.3 µM] | ? | nt | nt | nt | nt
Cc1ccc2onc(CC(=O)N3CCN(c4ccccc4)CC3)c2c1 | -2% | -7% | 5%[76.3 µM] | 10% | nt | nt | nt | nt
O=C(O)c1cc(=O)c2ccccc2[nH]1 | -3%&-4%&-3%&-6% | -5%&-1%&7%&-8% | nt | -12%&-4%&-5%&8% | ? | -17%[1.9 µM] | ? | nt
Cc1ccn2cc(CCNC(=O)c3ccc(Br)o3)nc2c1 | 2% | -1% | 3% | 2% | -1% | 15%[10 µM] | -9% | 0%
COc1cc(/C=C/C(=O)Nc2cc(S(=O)(=O)N3CCOCC3)ccc2N2CCCC2)cc(OC)c1OC | -10% | -7% | -30% | 0% | -11% | -8%[10 µM] | 2% | -11%
Cc1occc1C(=O)Nc1ccc(S(=O)(=O)N2CCCC2)cc1 | -21% | -5% | -6% | -4% | -11% | -21%[0.074 µM] | -5% | -3%
COc1cc(C2c3c(-c4ccccc4O)n[nH]c3C(=O)N2Cc2ccncc2)cc(OC)c1OC (stereo not drawn) | -9% | -7% | 15%[76.3 µM] | -9% | nt | nt | nt | nt
O=C(CSc1ccccc1)Nc1ccc(S(=O)(=O)NCC2CCCO2)cc1 (stereo not drawn) | -16% | -15% | 0% | -1% | 4% | 13% | 9% | -9%
Nc1ccc(OCc2ccco2)cc1 | -11% | -14% | ? | -7% | nt | -21% | 3% | 1%
COCc1[nH]nc2c1C(c1ccc(OC)cc1)C(C#N)=C(N)O2 (stereo not drawn) | -11% | -17% | -3% | -6% | -3% | -4% | -6% | -9%
Cc1ccc(Nc2nnc(C(C)(C)C)c(=O)n2N)cc1 | 1% | 4% | 3% | 5% | 5% | 5%[10 µM] | 15% | 6%

3 records drawn at random from those above, as already listed:
SMILES | Tau fluor cs | Tau ThT inhib | GAA glycogen mod | Tau FP inhib | GAA spleen mod | HTT ATP protect | GLA spleen mod | GAA inh
COc1cc(/C=C/C(=O)Nc2cc(S(=O)(=O)N3CCOCC3)ccc2N2CCCC2)cc(OC)c1OC | -10% | -7% | -30% | 0% | -11% | -8%[10 µM] | 2% | -11%
O=C(CSc1ccccc1)Nc1ccc(S(=O)(=O)NCC2CCCO2)cc1 (stereo not drawn) | -16% | -15% | 0% | -1% | 4% | 13% | 9% | -9%
Cc1ccc(Nc2nnc(C(C)(C)C)c(=O)n2N)cc1 | 1% | 4% | 3% | 5% | 5% | 5%[10 µM] | 15% | 6%

Continued:
SMILES | Tau fluor cs | Tau ThT inhib | GAA glycogen mod | Tau FP inhib | GAA spleen mod | HTT ATP protect | GLA spleen mod | GAA inh
CCOC(=O)C1=NN(C(C)=O)C2C(=O)N(CC)C(=O)C12 (stereo not drawn) | 9% | 5% | -4% | 5% | -2% | 10%[10 µM] | -2% | nt
COc1cc2c(cc1NC(=O)CSc1ccc(Cl)cc1)oc1ccccc12 | -27% | -8% | 14% | ? | 0% | 13%[10 µM] | -3% | 5%
O=C(CN1C(=O)c2ccccc2C1=O)NNC1=NS(=O)(=O)c2ccccc21 | -1% | 2% | 1% | -1% | 8% | nt | -5% | 4%
CCOC(=O)c1c(NC(=O)/C=C/c2ccc(C)cc2)sc(C(C)=O)c1C | -5% | -9% | -12%[76.3 µM] | -8% | nt | nt | nt | nt
COc1cc2c(cc1OC)C(C)N(S(=O)(=O)c1cn(C)c(C)n1)CC2 (stereo not drawn) | -3% | -4% | -14% | 8% | -1% | 11%[10 µM] | -2% | -5%
CCOCC(=O)Nc1nnc(SCCOC)s1 | 6% | -3% | -2% | 3% | 6% | -12%[10 µM] | 5% | ?
CCC1CCCCN1Cc1nc2c(c(=O)n(C)c(=O)n2C)n1CCCc1ccccc1 (stereo not drawn) | 2% | -12% | -4% | -6% | -23% | -2%[10 µM] | -28% | -7%
CN1CCN(c2ccccc2NC(=O)c2cc3ccccc3o2)CC1 | -3% | -5% | 1% | 5% | -14% | -23% | 0% | -6%
CCC(=O)Nc1ccc(NC(=S)NC(=O)c2oc3ccccc3c2C)cc1 | -2% | -7% | -5% | -10% | -2% | nt | -2% | -7%
CCOc1ccc(NC(=O)CNC(=O)c2cccs2)cc1 | -7% | -6% | 18% | 1% | -1% | -32%[inhibitor] | -1% | 0%
CC(=O)c1c(C)nn(CC(O)COc2ccc3ccccc3c2)c1C (stereo not drawn) | 2% | -12% | -6% | 2% | -6% | -2%[10 µM] | -3% | 12%
Cc1cc(NC(=O)c2ccc3c(c2)C(=O)N(CCC(C)C)C3=O)no1 | 1% | -1% | 6% | 1% | -1% | -5% | 3% | -2%
CC1=NN(c2ccccc2)C(=O)/C1=C/c1cccs1 | -15% | ? | 1% | -5% | 9% | -2%[10 µM] | 7% | -1%
O=C(Cn1c(=O)oc2cc(S(=O)(=O)N3CCCC3)ccc21)NCc1ccc(Cl)cc1 | -13% | 7% | 14%[76.3 µM] | -11% | nt | nt | nt | nt
O=C(NCCN1CCOCC1)c1cccn2c(=O)c3c4c(sc3nc12)CCCC4 | 3% | nt | 1% | -4% | -4% | -5%[10 µM] | 2% | nt

Assay outcomes from PubChem.
